Screening results deposited in PubChem by several laboratories.
proCasp7 act = counter-screen for procaspase-3 activators: activators of human procaspase-7 | P55210 | recombinant procaspase-7, Ac-DEVD-pNA absorbance 405 nm; D23A/D198A/D206A triple mutant, cannot self-cleave; scale: DMSO 0, 5 µM enzyme 100 | activation, % at 8.5 µM | 0.093% of 330,000 active;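 active = percent activation above the screen-wide mean plus 3 SD, cut at about 25% in these data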
Target sequence (P55210 whole entry D23A/D198A/D206A): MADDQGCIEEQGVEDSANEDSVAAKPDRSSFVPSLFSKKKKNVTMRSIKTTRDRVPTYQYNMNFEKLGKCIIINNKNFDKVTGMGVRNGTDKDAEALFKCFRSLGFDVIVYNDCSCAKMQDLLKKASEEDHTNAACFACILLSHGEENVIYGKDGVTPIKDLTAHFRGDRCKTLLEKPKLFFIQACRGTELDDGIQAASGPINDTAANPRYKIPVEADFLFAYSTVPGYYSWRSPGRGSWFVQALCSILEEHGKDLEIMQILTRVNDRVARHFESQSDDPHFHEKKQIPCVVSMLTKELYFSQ
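Assay system: Uncleavable procaspase-7 mutant enzyme / Input: 2 µM procaspase-7 mutant as dispensed / Dosing: single nominal 8.5 µM compound dose, 0.8% DMSO final / Timing: 1 h enzyme–compound preincubation and 2 h substrate reaction, both 25 °C / Detection: p-Nitroaniline absorbance at 405 nm, read at 0 and 120 min / Replication: singlicate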
VLA-4 inh = inhibition in a human VLA-4 binding assay; inhibition, % (about 7 µM as worked out from the volumes in the protocol); AID 2557; P13612; VLA-4 expressing cells, ligand binding flow cytometry; 0.2% of 330,000 active; in the data active = inhibition above about 50%
PP5 primary = PP5 (human) phosphatase inhibition. 0.18% of 320,000 active. P53041. purified PP5c, OMFP substrate fluorescence. AID 1987. inhibition, % at 6.7 µM;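 active = inhibition above the campaign's mean inhibition across all tested compounds plus 3 SD, cut at about 9.5% in these data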;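 also: 0% = DMSO only and 100% = 100 µM cantharidin control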
GASC-1 inh = inhibitors of human GASC-1 (JMJD2C) demethylase | Q9H3R0 | inhibition, % at 2.35 µM | 0.069% of 330,000 active | GST-JMJD2C(1-420) H3K9me3 demethylation, DELFIA europium;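 active = more than half of a compound's replicate wells show inhibition beyond 50%, single wells judged on their own value; inconclusive = some, but no more than half, of replicates pass 50% inhibition; inactive = no replicate passes 50% inhibition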;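 also: signal counts dimethyl H3K9 product captured on neutravidin plate; 0% = median of DMSO wells and 100% = 0.3 times that DMSO median; strong numbers were not always called active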
Target sequence (Q9H3R0 1-420 limits assumed): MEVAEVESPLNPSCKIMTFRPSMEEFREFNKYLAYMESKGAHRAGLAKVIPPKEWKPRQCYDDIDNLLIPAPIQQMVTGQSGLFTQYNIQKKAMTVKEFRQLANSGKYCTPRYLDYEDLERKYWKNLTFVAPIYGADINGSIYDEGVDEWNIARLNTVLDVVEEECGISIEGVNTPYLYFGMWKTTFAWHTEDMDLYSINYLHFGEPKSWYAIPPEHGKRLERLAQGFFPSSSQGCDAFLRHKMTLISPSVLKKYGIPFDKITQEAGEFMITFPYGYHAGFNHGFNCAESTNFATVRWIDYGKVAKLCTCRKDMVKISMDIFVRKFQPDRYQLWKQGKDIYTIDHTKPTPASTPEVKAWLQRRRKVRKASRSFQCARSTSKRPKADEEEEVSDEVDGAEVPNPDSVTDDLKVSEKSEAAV
proCasp3 act = procaspase-3 (human) activation | recombinant procaspase-3 D3A, Ac-DEVD-pNA absorbance 405 nm | 0.11% of 330,000 active | AID 463141 | activation, % at 8.5 µM;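 active = activation above the mean of all tested compounds plus 3 SD, cut at about 21% in these data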;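 also: 0% = DMSO alone and 100% = DMSO wells spiked with extra 5 µM PC-3 D3A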
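assay system = Procaspase-3 D3A mutant | signal = absorbance at 405 nm, 0 and 120 min | times = 1 h preincubation plus 2 h reaction at 25 °C | repeats = single replicate | read-out = % activation between DMSO and enzyme-spiked controls | medium = Zinc-free HEPES saline buffer with Triton X-100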
GRK2 inh = inhibitors of human GRK2 displacing RNA aptamer | P25098 | bead flow cytometry, FAM-aptamer displacement from GRK2 | inhibition of aptamer binding, % at 10 µM | 0.59% of 330,000 active;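 active = inhibition of aptamer binding above 40%, roughly 3 SD of noise, on plates passing a quality check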;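 also: median bead fluorescence of bound FAM aptamer so fluorescent compounds give negative values; no value below 0 was filed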
core dimer inh = HCV core protein dimerization inhibition | inhibition, % at 5 µM | 0.33% of 300,000 active | TR-FRET GST/Flag-core106 dimerization, 1536-well;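 active = inhibition above the mean of all tested compounds plus 3 SD, set per screening campaign, cut at about 45% in these data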
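Assay system: tagged HCV core106 pair (GST and Flag); medium: KF-containing HEPES buffer, pH 7.45, DTT, CHAPS, BSA; also added: Eu donor and XL665 acceptor anti-tag antibodies; dosing: 5 µM single dose; timing: compound-protein-antibody incubation 4 h at 22.5 °C; signal: TR-FRET 671 and 617 nm emission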
Fh CTSL1 inh = blocks F. hepatica cathepsin L1 in PFM18AAP counter-screen; 0.49% of 300,000 active; recombinant F. hepatica cathepsin L1, Z-Leu-Arg-MCA fluorescence; inhibition, % at 5.96 µM; AID 1906;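 active = inhibition above the mean of all tested compounds plus 3 SD, set per screening campaign, cut at about 17% in these data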;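 also: 0% = plate median of test compound wells and 100% = 1 µM Z-Phe-Ala-diazomethylketone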
PP1 inh = PP1-alpha (human) inhibition in PP5 counter-screen. purified PP1alpha, OMFP fluorescence. 0.9% of 320,000 active. AID 2235. inhibition, % at 6.7 µM;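 active = inhibition above the mean inhibition of all tested compounds plus 3 SD, computed separately for each screening campaign, cut at about 15% in these data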
Target sequence (P62136 whole entry, looked up): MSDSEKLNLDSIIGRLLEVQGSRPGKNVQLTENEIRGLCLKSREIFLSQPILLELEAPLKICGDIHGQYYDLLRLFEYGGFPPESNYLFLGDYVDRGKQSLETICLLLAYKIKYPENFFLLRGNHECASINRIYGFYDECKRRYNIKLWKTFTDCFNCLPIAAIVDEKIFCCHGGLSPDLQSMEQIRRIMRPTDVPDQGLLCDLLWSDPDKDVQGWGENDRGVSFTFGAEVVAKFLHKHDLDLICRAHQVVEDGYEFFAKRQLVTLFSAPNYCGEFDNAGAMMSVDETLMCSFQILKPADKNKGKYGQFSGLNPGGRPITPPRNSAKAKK
An asterisk follows results filed as active; u = inconclusive; x = not tested or not shown; & = joins results of further samples.

Structure	proCasp7 act	VLA-4 inh	PP5 primary	GASC-1 inh	proCasp3 act	GRK2 inh	core dimer inh	Fh CTSL1 inh	PP1 inh
Cc1cc(C)cc(Oc2ccccc2/C=N\O)c1	14	-3	2.8	5	7	0	-7	-3	2
COC(=O)c1nc(NC2=NCCCCC2)n[nH]1	0	-7	1.4	-3	-4	0	-5	5	1
CCNC(=S)N1CCN(S(=O)(=O)/C=C/c2ccccc2)CC1	6	0	2.3	0	-1	0	-8	-1	1
O=C(CSc1nnc(-c2ccco2)o1)NC1CCCCC1	9	-3	3.6	5	5	0	-4	1	1
c1ccc(CSc2nnc(-c3ccco3)o2)cc1	-2	3	1.3	-5	-8	0	1	-4	2
Cn1c(=NC(=O)CS(=O)(=O)c2ccccc2)sc2ccccc21	2	8	0.6	0	4	5	-4	-3	-2
CC1(c2ccc(Cl)cc2Cl)NC(=O)N(CC(=O)Nc2cccnc2Cl)C1=O (configuration not stated)	11	-5	-0.6	13	-5	0	-2	0	-1
COc1cc(NC(=O)c2cccc(S(=O)(=O)N3CCCCC3)c2)cc(OC)c1OC	-1	-1	x	x	4	1	x	x	x
COc1cc(OC)cc(C(=O)NCC(=O)OCc2csc(-c3ccccc3)n2)c1	2	-5	3.7	-1	-8	0	-9	-9	3
COc1ccc(NC(=O)C(c2ccc(OC)cc2)N(C)C(=O)c2cnccn2)cc1 (configuration not stated)	5	13	2.9	1	-15	1	-6	-5	-3
Cc1c(C(c2cc3c(cc2Br)OCO3)c2c(C)n(C)n(-c3ccccc3)c2=O)c(=O)n(-c2ccccc2)n1C	8	11	0.8	-11	4	0	6	4	0
CCOc1ccc(-c2cccc(NS(=O)(=O)c3cc([N+](=O)[O-])ccc3C)c2)nn1	10	-1	-1.4	29	1	1	7	0	0
CC(C)(C)c1ccc(NC(=O)COC(=O)C2CCCC2)cc1	7	10	4.7	x	-5	6	x	x	1
Cc1nnc(N/N=C/c2ccc(-c3ccccc3F)o2)n1N	-32	0	1.6	7	-9	1	-25	5	-3
NN(CCO)C(=S)Nc1ccc(Cl)cc1	-4	-10	0.0	26	9	4	-3	0	4
Sc1nnc(-c2ccc(Cl)cc2)n1Cc1ccccc1	-21	21	1.5	2	-6	0	x	x	15*
O=C(O)C1CCC(=O)N1Cc1ccc(F)cc1 (configuration not stated)	-8	25	2.8	3	0	0	6	-5	4
CCOC(=O)N1CCN(S(=O)(=O)c2cc(OCC(N)=O)c(C)cc2Cl)CC1	4	-20	-1.7	-14	1	0	0	-2	-1
CC(=O)c1cccc(NC(=S)NC(=O)c2ccc(Br)cc2)c1	12	8	1.7	-4	9	1	-6	-1	1
Cc1ccc(NC(=O)CSc2ccc(Br)cc2)cc1S(=O)(=O)N1CCOCC1	7	9	1.9	-13	-1	0	1	4	1
COc1cc(/C=C(\C#N)c2ccccn2)ccc1OCc1ccccc1	-11	-26	3.2	-2	-81	0	-4	2	-2
O=C(Cn1c2ccc(F)cc2c2nc3n(c(=O)c21)CCS3)NCC1CCCO1 (configuration not stated)	-6	-2	1.2	-6	7	1	-21	3	0
O=C(CN1CCCC1)N1CCN(c2ccccc2)CC1	7	2	2.0	27	12	0	-4	-3	0
CN(C)/C=C1\C(=O)NN=C1C(F)(F)F	-6	2	-0.4	0	0	2	-9	-2	2
C/C(CC(=O)Nc1cccc2c1CCCC2)=N\NC(=O)Cc1ccccc1	1	9	0.9	12	7	0	5	-1	2

Continued; it opens with the three that closed the last part.
Structure	proCasp7 act	VLA-4 inh	PP5 primary	GASC-1 inh	proCasp3 act	GRK2 inh	core dimer inh	Fh CTSL1 inh	PP1 inh
O=C(CN1CCCC1)N1CCN(c2ccccc2)CC1	7	2	2.0	27	12	0	-4	-3	0
CN(C)/C=C1\C(=O)NN=C1C(F)(F)F	-6	2	-0.4	0	0	2	-9	-2	2
C/C(CC(=O)Nc1cccc2c1CCCC2)=N\NC(=O)Cc1ccccc1	1	9	0.9	12	7	0	5	-1	2
CCOC(=O)[C@@H]1[C@H]2COc3ccc(Br)cc3[C@@H]2N2C(=O)N(c3ccc(OC)cc3)C(=O)[C@@]12C	5	19	x	-1	7	0	x	x	x
CN1CCN(C(=O)C2=C[C@@H](C3CCCCC3)C[C@@H](OCc3ccc(CO)cc3)O2)CC1	13	-3	-1.9	5	10	0	8	1	-2
Cc1ccc(NC(=O)CCN2C(=O)c3ccccc3S2(=O)=O)cc1F	11	-4	0.8	11	-2	2	-2	2	-1
CC1CCCCN1C(=O)Nc1cccc(C(F)(F)F)c1 (configuration not stated)	1	18	4.0	1	2	0	4	-4	1
CCCCCc1ccc(-c2cn(CCc3c[nH]c4ccccc34)nn2)cc1	-2	16	3.5	-4	-1	0	8	0	1
O=C(NC1CCCCCCC1)c1c(Cl)cccc1Cl	0	9	-1.9	-14	10	0	3	0	-5
CC(c1cccs1)N(Cc1ccco1)C(=O)Nc1ccc(Cl)c(Cl)c1 (configuration not stated)	-12	9	1.7	17	2	0	10	2	2
CC(C)(C)c1ccc(C(=O)N2CCN(c3ccc(N4CCOCC4)nn3)CC2)cc1	-4	-4	2.2	-1	1	3	-5	3	5
CS(=O)(=O)Nc1cccc(C(=O)OCCCOc2ccc(F)cc2)c1	-4	12	2.3	-2	8	0	14	-1	5
COc1cccc(Nc2nc(-c3ccc4c(c3)OCCO4)cs2)c1	-10	2	1.1	9	19	2	-1	4	1
CCOc1ccc(N2CC(O)=C(c3nc4ccccc4c(=O)[nH]3)C2=N)cc1	-1	3	1.0	19	3	0	12	-1	-1
O=C(CCNS(=O)(=O)c1ccccc1)NCCSc1ccc(Br)cc1	-1	14	-0.7	-2	1	0	x	x	2
CCN(CC)C(=O)Cn1c(=O)n(-c2ccccc2)c(=O)n1CC(=O)N(CC)CC	9	5	-0.2	-1	-1	2	1	-1	-2
CC(C)COP(=O)(OCC(C)C)C(O)c1ccc(N(C)C)cc1 (configuration not stated)	-1	-12	5.0	11	6	0	-8	4	-4
O=S(=O)(/N=C(\c1ccccc1)N1CCOCC1)c1cccs1	9	4	2.7	18	2	0	5	-2	3
O=C(Nc1nc2cc3c(cc2s1)OCO3)c1cccc(N2C(=O)CCC2=O)c1	11	-10	0.3	6	0	3	-4	4	-3
Cc1ccc(S(=O)(=O)CCc2nnc(N)s2)cc1C	4	29	1.9	3	-8	2	9	-3	-2
Clc1ccc(-c2nnc3sc(-c4ccc(Br)o4)nn23)c(Cl)c1	-2	-3	-0.4	1	-1	0	-2	9	-1
O=C(NCc1nnc(SCC(=O)N2CCCc3ccccc32)o1)c1ccccc1F	15	1	1.2	-3	-5	3	-5	-3	-1
Cc1ccc(Cl)c2sc(NC(=O)C3CC3)nc12	-6	20	3.7	-4	9	0	28	1	1
COC(=O)C(NS(=O)(=O)c1ccccc1Br)C(C)C (configuration not stated)	-6	-1	2.5	20	-6	0	-10	-1	0
CCn1c(SCC(=O)c2ccc(OC)cc2)nnc1C(C)NC(=O)c1ccc(OC)cc1 (configuration not stated)	-5	5	0.1	-39&-2	-10	6	3	4	9
CC(O)C(NS(=O)(=O)c1ccc(Cl)cc1)C(=O)OCC(=O)Nc1cccnc1Cl (configuration not stated)	-1	2	2.2	-5	2	0	-12	-6	-5
CCN1C(=O)C(=O)N(CC(=O)N(C)CC(=O)Nc2ccccc2C(F)(F)F)C1=O	-2	-7	x	-7	10	0	x	x	x
C=CCn1c(COc2ccc(F)cc2)nnc1SC(C)C(=O)NCC1CCCO1 (configuration not stated)	6	-11	-2.2	-2	3	0	x	x	0
O=C(CCn1nnc(-c2cccs2)n1)NC1CCCCC1	6	1	0.2	15	4	0	-2	2	-2
CC(=O)/C(N=Nc1ccc(-n2ccc(C(F)(F)F)n2)cc1)=C(\C)O	1	1	-2.0	7	-10	1	2	2	-2
COCCNC(=O)C(C#N)c1nc2ccccc2nc1N1CCCCCC1 (configuration not stated)	-7	-18	-0.4	-4	-6	5	-2	6	1
COc1ccc(-c2ccncc2)cc1OC	2	-4	0.3	-9	2	3	-1	-1	-1
N#Cc1cnn(-c2ccc(F)cc2)c1N	3	2	1.7	-13	-8	2	-6	5	-6
O=C(O)C1CC(=O)N(Cc2ccccc2)C1 (configuration not stated)	9	17	1.2	26	-5	4	0	-1	1
COc1ccc(-c2nc(NC(=O)CSCCO)sc2C)cc1	15	2	-2.5	-6	-4	2	1	-5	0
C=CCN1c2ccccc2[C@]23C[C@@H](C(=O)OC)N(C(=O)C4CCC4)C2=NC(C(=O)OC)=C(C(=O)OC)[C@H]13	-1	25	2.8	-8	-1	2	8	3	-3
COC(=O)c1ccccc1NS(=O)(=O)c1cn(C)c(=O)n(C)c1=O	-8	3	4.2	-20	5	0	8	-3	-1
CN(C)Cc1c(C(=O)N/N=C/c2ccoc2)nnn1-c1nonc1N	-4	0	0.8	4	-5	1	-10	-3	2
COc1ccc(S(=O)(=O)N2CCC3(CC2)OCCN3S(=O)(=O)c2cccs2)cc1OC	10	-4	0.9	u	8	0	-3	-5	-1
CSc1nsc(SCc2ccc(Cl)cc2)n1	10	8	0.3	4	13	0	2	-4	-3
COC(=O)c1cc(NC(=O)CC2CCCC2)cc(C(=O)OC)c1	1	-3	1.3	-5	-4	2	-3	1	1
COc1cccc(-c2nc(NCCN3CCOCC3)c3ccccc3n2)c1O	-7	-3	3.6	3	13	3	-3	0	1
N#Cc1nc(COc2ccccc2)oc1N1CCOCC1	13	15	1.9	-2	-7	3	-4	0	-3
Cc1ccc(CNC(=O)[C@H]2C[C@@H]2[C@H](NP(=O)(c2ccccc2)c2ccccc2)c2ccccc2)o1	-5	-2	-1.9	3	6	1	20	-1	0
Cc1cc(C)nc(N2CCCC(C(=O)NC(C)CCc3ccco3)C2)n1 (configuration not stated)	-1	-1	1.9	-2	-9	4	-2	-4	1
C=CCNC(=O)c1c(Br)cnn1-c1ccc(C)cc1	1	5	0.2	-3	1	1	1	2	-2
COc1ccc2[nH]c(=O)c(CN(C(=O)c3ccccn3)C3CCCCC3)cc2c1	-20	-8	2.5	-3	-11	5	-4	0	-2
COc1ccc(COC(=O)NC2CCN(S(=O)(=O)c3ccc(OC)cc3)CC2)cc1	-2	-3	3.6	9	1	1	8	-3	-6
CN(C)CCCN(C(=O)c1ccc(Br)s1)c1nc2cc3c(cc2s1)OCCO3	5	9	1.4	-4	6	0	1	0	1

Rows are unselected, and some 2.6% of all compounds hit somewhere here.
